# High-throughput results deposited in PubChem BioAssay by several laboratories.
# PKA-R1A activ = activators of PKA-R1A holoenzyme, primary screen, biochemical, fluorescence polarization, Cy5-IP20, bovine R1A, mouse PKAc. cAMP-dependent protein kinase type I-alpha regulatory subunit (Bos taurus) + …. PKA-R1A dissociation; scaled: DMSO 0%, 113 µM cGMP 100%. activation, % at 11.4 µM. 340,000 compounds, 0.083% hits. AID 504707, 2011;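 active = percent activation above the mean of all tested compounds plus 3 SD, cut at about 19% in these data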;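 note: higher means more PKAc released from R1A so a rise in polarization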
# Mot1-301 SUMO = yeast Mot1-301 growth rescue at high temperature, primary screen, SUMOylation pathway inhibitor project, S. cerevisiae, ATP luminescence, 38.5C; 320,000 compounds, 1% hits; S. cerevisiae Mot1-301 growth rescue; percent above DMSO median, 100 means doubled; growth rescue, % at 18.8 µM; AID 2716, 2010;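 active = every valid replicate shows activation above 250% relative to neutral control wells; inactive = the rest, any valid replicate at or below 250%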;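 note: OY570 slx delta 5 strain wells were the positive control but not used for scaling; some compounds called inactive have numbers as strong as hits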
# NSD2 inh = NSD2 histone methyltransferase inhibitors, primary screen, biochemical, AlphaScreen, single concentration, set 2; Histone-lysine N-methyltransferase NSD2 (Homo sapiens), O96028; 310,000 compounds, 0.54% hits; NSD2 peptide methylation, 120 min; inhibition, % at 12.5 µM; AID 743445, 2014; in the data active = inhibition above about 50%
# dFosB activator = activators of delta FosB homodimer, primary screen, biochemical, fluorescence polarization, TAMRA-CDK5 oligo, single point. activation, % at 25 µM. Protein FosB (Mus musculus), P13346. purified delta FosB; percent of positive-control signal above neutral wells. 340,000 compounds, 0.99% hits;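 active = mean activation above about 17%, with every replicate also reaching it, limit read from the data, passing the limit was not always enough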;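 note: fluorescence polarization rise as delta FosB binds a TAMRA Cdk5 AP-1 oligo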
# Target sequence (P13346 whole entry, looked up): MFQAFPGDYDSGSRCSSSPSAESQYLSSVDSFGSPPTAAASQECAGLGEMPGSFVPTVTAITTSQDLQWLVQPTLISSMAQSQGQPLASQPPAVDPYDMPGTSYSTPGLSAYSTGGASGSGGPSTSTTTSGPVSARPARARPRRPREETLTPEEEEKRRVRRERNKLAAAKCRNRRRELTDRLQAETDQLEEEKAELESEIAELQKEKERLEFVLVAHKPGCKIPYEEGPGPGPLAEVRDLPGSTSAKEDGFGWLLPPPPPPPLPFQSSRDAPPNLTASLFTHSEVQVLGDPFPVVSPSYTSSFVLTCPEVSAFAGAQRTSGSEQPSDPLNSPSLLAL
# Pemphigus Ab inh = inhibitors of pemphigus antibody binding to DSG3, primary screen, biochemical, bead-based, flow cytometry, scFv-GFP | DSG3-coupled beads, scFv-anti-DSG3-GFP binding; hits give low values | binding (percent of control), % at 10 µM | 310,000 compounds, 0.48% hits;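 active = binding more than 3 SD below its plate's average and above zero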;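 note: hits lower antibody fragment binding to DSG3; some compounds called inactive have numbers as strong as hits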
# PKA-R2B act = activators of PKA-R2B holoenzyme, primary screen, biochemical, fluorescence polarization, Cy5-IP20, human | cAMP-dependent protein kinase catalytic subunit beta (Homo sapiens) + cAMP-dependent … | PKA-R2B holoenzyme dissociation; R2B truncated from residue 108, S112A mutant; 0% DMSO only, 100% 113 µM cGMP | activation, % at 11.4 µM | 340,000 compounds, 0.079% hits;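 active = activation above a cutoff set at the mean over all compounds plus 3 SD, cut at about 18% in these data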;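 note: higher means more holoenzyme dissociation and a rise in polarization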
# Target sequence (P31323 whole entry, looked up, other chains not shown, the tested form may be a part): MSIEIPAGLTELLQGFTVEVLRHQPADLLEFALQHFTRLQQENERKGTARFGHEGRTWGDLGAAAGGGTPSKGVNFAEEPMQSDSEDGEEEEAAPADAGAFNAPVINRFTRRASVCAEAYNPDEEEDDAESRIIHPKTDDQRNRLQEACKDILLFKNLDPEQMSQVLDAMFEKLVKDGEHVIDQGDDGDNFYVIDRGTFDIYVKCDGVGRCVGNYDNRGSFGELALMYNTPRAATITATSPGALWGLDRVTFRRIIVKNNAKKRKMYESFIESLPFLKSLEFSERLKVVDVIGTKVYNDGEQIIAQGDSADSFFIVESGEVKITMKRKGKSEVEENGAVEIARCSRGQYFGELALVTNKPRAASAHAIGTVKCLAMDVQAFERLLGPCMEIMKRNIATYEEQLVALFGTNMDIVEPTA
# SR-BI DiI inh = inhibitors of SR-BI mediated HDL lipid uptake, primary screen, ldlA[mSR-BI] cells, fluorescence, single point | AID 488896, 2010 | inhibition, % at 12.5 µM | 320,000 compounds, 0.96% hits | ldlA[mSR-BI] CHO cells, DiI-HDL uptake fluorescence, 3 h | Scavenger receptor class B member 1 (Mus musculus), Q61009;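 active = mean replicate inhibition of at least 70% and a set share of replicates each scoring 70 or more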;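 note: 0% = median of neutral control wells and 100% = median of positive control wells; values of inactives mirror those of a sister screen read the other way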
# CDK5 inh = inhibitors of human CDK5/p35 kinase, primary screen, biochemical, single concentration | Recombinant CDK5/p35, ADP-Glo luminescence, 60 min | Cyclin-dependent kinase 5 (Homo sapiens) + Cyclin-dependent kinase 5 activator 1 (Homo … | inhibition, % at 10 µM | 330,000 compounds, 0.01% hits;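 active = highest replicate inhibition of at least 50% and at least 75% of replicates reaching 50%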;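 note: plate controls were DMSO neutral control for no effect and GW8510 at 10 µM for full effect; many of its hits are not listed in these tables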
# SR-BI DiI-HDL act = activators of SR-BI mediated DiI-HDL uptake, primary screen, ldlA[mSR-BI] CHO cells, DiI fluorescence; 320,000 compounds, 0.096% hits; activation, % at 12.5 µM; AID 504775, 2011; 3 h; 100 = double the neutral-control signal;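 active = mean replicate activation of at least 60% and every replicate at or above 60%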;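 note: 0% = median plate neutral-control signal and 100% = twice that signal; values of inactives mirror those of a sister screen read the other way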
#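 Material – SR-BI-overexpressing, LDLR-lacking CHO cells · Medium – BSA-supplemented, HEPES-buffered Ham's F12, pH 7.4 · Doses – single concentration · Times – compound with DiI-HDL co-incubation, 3 h at 37 °C · Measured by – bottom-read fluorescence, 550/595 nm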
# Arr AP2 block = inhibitors of beta-arrestin/AP2 binding, primary screen, biochemical, GPCR trafficking, flow cytometry; inhibition, % at 10 µM; 340,000 compounds, 0.31% hits; AID 504490, 2011; FITC-arrestin peptide / GST-AP2 beads; AP2 beta2 appendage carries R879A mutation;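 active = inhibition above a set limit, near 3 SD of compounds lacking own fluorescence, cut at about 54% in these data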;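 note: plate controls were DMSO wells for no effect and 5 µM unlabelled arrestin peptide for full effect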
#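 Assay system: GST-AP2 R879A bound to glutathione beads, E. coli-expressed; Medium: PBS with 0.05% Tween 20 and 0.1% BSA; Also added: fluorescein-tagged arrestin peptide at 50 nM final; Timing: 12 min plus 1 h, RT; Measured by: flow cytometry, FL1 (488/535 nm); Evaluation: percent drop in bead-associated FITC signal.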
# MITF TRPM1 HTS = activators of MITF-driven TRPM1 promoter reporter, primary screen, cell-based, SK-MEL-5, luciferase, single point | SK-MEL-5 TRPM1-promoter luciferase, 24 h; % of positive control, neutral wells = 0 | activation, % at 12.5 µM | 300,000 compounds, 0.75% hits | AID 588334, 2011;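 active = mean activation of at least 80% with every replicate also reaching 80%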;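 note: 0% = neutral control wells and 100% = parthenolide positive control wells; values of inactives mirror those of a sister screen read the other way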
# * = called active by the depositor; x = not tested or not shown.
PKA-R1A activ	Mot1-301 SUMO	NSD2 inh	dFosB activator	Pemphigus Ab inh	PKA-R2B act	SR-BI DiI inh	CDK5 inh	SR-BI DiI-HDL act	Arr AP2 block	MITF TRPM1 HTS	Compound
2	19	-1	-5	103	-2	15	-1.5	-15	2	-4	O=C(COc1coc(CN2CCc3ccccc3C2)cc1=O)Nc1cccc(Cl)c1
-8	19	-1	-4	121	-8	23	-0.9	-23	-10	15	Cc1ccc(NC(=O)c2nnn(-c3cccc(C(F)(F)F)c3)c2N)cc1
-3	-1	x	-14	121	-2	16	0.5	-16	6	-3	COc1ccccc1NS(=O)(=O)c1cccc(NS(=O)(=O)c2ccc(Cl)c(C(=O)O)c2)c1
0	1	-2	5	96	-5	-3	0.4	3	-13	-74	FC(F)(F)c1nc2ccccc2n2c(-c3ccc(Cl)cc3)nnc12
-3	-7	-4	5	100	-5	9	1.8	-9	-1	22	Cc1ccc(/C(N)=N/OC(=O)CCCc2ccccc2)cc1
3	4	-1	-8	109	-10	10	1.1	-10	1	1	CC(C)(Oc1ccc(Cl)cc1)C(=O)NCc1ccco1
3	-16	x	-6	98	10	-26	1.4	26	18	19	Clc1ccccc1-c1nnc2sc(-c3ccco3)nn12
-5	9	-7	-7	100	-9	-8	-11	8	-5	7	COc1ccccc1CCNC(=O)c1cc(COc2cccc(C(F)(F)F)c2)on1
-12	18	20	-2	105	-4	x	1.0	x	0	18	CCN(CC)CC(O)Cn1c2ccccc2c2ccccc21 (configuration not stated)
-9	-9	-7	-6	102	4	-18	-1.6	18	-1	-9	O=c1o[nH]c(-c2ccccc2)c1C1=NCCCCC1
-7	x	x	-9	102	-1	18	0.8	-18	1	x	COCc1cc(C)nc2sc3c(=O)n(Cc4ccco4)nnc3c12
-14	7	0	4	107	-5	-5	0.7	5	7	3	Cn1cc(P(=S)(N2CCOCC2)N2CCOCC2)cc1P(=O)(N1CCOCC1)N1CCOCC1

# An excerpt from above in order of number of heavy atoms, smallest number first:
PKA-R1A activ	Mot1-301 SUMO	NSD2 inh	dFosB activator	Pemphigus Ab inh	PKA-R2B act	SR-BI DiI inh	CDK5 inh	SR-BI DiI-HDL act	Arr AP2 block	MITF TRPM1 HTS	Compound
-9	-9	-7	-6	102	4	-18	-1.6	18	-1	-9	O=c1o[nH]c(-c2ccccc2)c1C1=NCCCCC1
3	-16	x	-6	98	10	-26	1.4	26	18	19	Clc1ccccc1-c1nnc2sc(-c3ccco3)nn12
-12	18	20	-2	105	-4	x	1.0	x	0	18	CCN(CC)CC(O)Cn1c2ccccc2c2ccccc21 (configuration not stated)
-7	x	x	-9	102	-1	18	0.8	-18	1	x	COCc1cc(C)nc2sc3c(=O)n(Cc4ccco4)nnc3c12
2	19	-1	-5	103	-2	15	-1.5	-15	2	-4	O=C(COc1coc(CN2CCc3ccccc3C2)cc1=O)Nc1cccc(Cl)c1
-3	-1	x	-14	121	-2	16	0.5	-16	6	-3	COc1ccccc1NS(=O)(=O)c1cccc(NS(=O)(=O)c2ccc(Cl)c(C(=O)O)c2)c1
-14	7	0	4	107	-5	-5	0.7	5	7	3	Cn1cc(P(=S)(N2CCOCC2)N2CCOCC2)cc1P(=O)(N1CCOCC1)N1CCOCC1

# The results go on.
PKA-R1A activ	Mot1-301 SUMO	NSD2 inh	dFosB activator	Pemphigus Ab inh	PKA-R2B act	SR-BI DiI inh	CDK5 inh	SR-BI DiI-HDL act	Arr AP2 block	MITF TRPM1 HTS	Compound
3	-7	2	-14	93	-7	-5	1.1	5	72*	2	COc1ccc(NC(=O)/C(C#N)=C\C=C\c2ccco2)cc1
-15	30	22	-8	101	-6	-12	0.9	12	19	-4	CC1CCCC(NC(=O)CCNS(=O)(=O)c2ccc(Br)cc2)C1C (configuration not stated)
-3	6	2	-7	77	4	x	-0.3	x	10	-4	COc1cccc(C(c2nnnn2Cc2ccccc2)N2CCN(C3CCCC3)CC2)c1OC (configuration not stated)
-1	-8	56*	-2	105	2	-15	-0.1	15	11	x	Cc1cc(C)c(NC(=S)N(C)C)cc1C
-7	-8	-2	-8	118	-3	4	1.3	-4	19	1	Cc1nnc(SCC(=O)Nc2cccc(S(=O)(=O)N3CCCCC3)c2)s1
-13	3	1	-13	97	1	x	1.5	x	-7	68	CCN(CC)S(=O)(=O)c1cccc(-c2cn3cc(C)ccc3n2)c1
-6	-11	0	-3	113	-5	x	0.2	x	-13	-1	CC1CCc2cc(F)cc3c(O)c(C(=O)NCCN(C)C)c(=O)n1c23 (configuration not stated)
-11	44	19	-11	108	0	-5	1.4	5	-13	-1	CCn1c(SC(C)C(=O)O)nc2sc3c(c2c1=O)CCC3 (configuration not stated)
-5	8	1	-5	x	1	55	0.4	-55	16	-5	CCc1cc2cc(C)ccc2nc1SCC(=O)Nc1cc(C)on1
3	-18	-1	-8	103	7	16	0.6	-16	45	-14	CCN(CC(=O)Nc1cc(Cl)ccc1C)C(=O)CCOc1ccccc1C
-1	5	4	-9	100	0	1	2.6	-1	27	2	CC(=O)N1c2ccccc2NC2=C(C(=O)CCC2)C1c1ccco1 (configuration not stated)
-9	91	-1	-5	122	-1	-5	1.3	5	3	9	CC(=O)[C@H]1CCC2C3CC=C4C[C@@H](O)CC[C@]4(C)C3CC[C@@]21C (some centres not stated)
-2	-11	-1	-7	97	-6	25	0.7	-25	8	6	Cc1ccc(-n2nnnc2SCC(=O)Nc2nc(-c3ccc(F)cc3)cs2)cc1C
2	-18	3	5	99	-3	-15	-2.8	15	29	4	CCn1c(SCC(=O)NCc2ccco2)nnc1C1CCCC1
-3	1	11	-10	121	-6	19	-1.2	-19	10	8	CC(C)(C)c1ccc2c(c1)OC(C(=O)N/N=C\c1ccc[nH]1)CO2 (configuration not stated)
17	-10	x	-1	104	-5	-19	1.8	19	12	-10	CCCCNC(=O)[C@H]1C[C@H]1[C@@H](O)[C@H](CO)NC(=O)[C@H](COCc1ccccc1)NC(=O)OC(C)(C)C
0	-16	-3	0	100	7	-27	-1.6	27	-2	47	O=C(Nc1ccc(N2CCOCC2)cc1)C1CCCCC1
-11	398*	0	-12	123	0	-7	-3.4	7	-1	-9	O=C(C1CCN(S(=O)(=O)N2CCC3(CC2)OCCO3)CC1)N1CCC(Cc2ccccc2)CC1
-3	-12	-2	-2	109	-5	-21	0.1	21	11	x	N/C(=N\O)c1ccncc1
1	7	0	-1	98	-19	81*	0.6	-81	35	4	CCOc1cc(/C=C/c2ccc3cccc([N+](=O)[O-])c3n2)ccc1O
-3	12	x	-5	91	-11	0	-0.9	0	28	-12	CCC(=O)OC1(C)C(=O)C=C2C=C(c3ccsc3)OC=C2C1=O (configuration not stated)
4	-9	-3	1	100	1	34	1.6	-34	5	x	COc1ccc(NC(=O)c2cccc(N3C(=O)NC4CC3(C)Oc3ccccc34)c2)cc1 (configuration not stated)
-5	3	0	-8	108	1	-16	-0.4	x	0	-6	COc1cccc(N2CC(C(=O)Nc3nnc(SCCN4CCOCC4)s3)CC2=O)c1 (configuration not stated)
-4	-7	0	2	99	-6	-7	0.8	7	31	15	CN(C(=O)COC(=O)CNC(=O)c1ccc(Cl)cc1Cl)c1ccccc1
-7	9	11	-3	93	2	-6	2.3	6	-17	x	Cn1c(-c2sccc2OCc2ccccc2)n[nH]c1=S
5	32	x	-4	108	-1	15	-1.7	-15	3	9	O=S1(=O)CCO[C@H]2Cc3ccccc3[C@H]2N1Cc1cccc(Cl)c1
